OX1R FRET antag: OX1R (human) antagonism; actives 1.8% (n = 330,000); O43613; OX1R-expressing cells, FRET antagonist read-out; inhibition, % at 6.6 µM; in the data active means inhibition mostly above about 38%, no sharp cut-off; inactive means mostly below about 40%;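 further: 0% = agonist challenge alone and 100% = reference antagonist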
Target sequence (O43613 whole entry, looked up): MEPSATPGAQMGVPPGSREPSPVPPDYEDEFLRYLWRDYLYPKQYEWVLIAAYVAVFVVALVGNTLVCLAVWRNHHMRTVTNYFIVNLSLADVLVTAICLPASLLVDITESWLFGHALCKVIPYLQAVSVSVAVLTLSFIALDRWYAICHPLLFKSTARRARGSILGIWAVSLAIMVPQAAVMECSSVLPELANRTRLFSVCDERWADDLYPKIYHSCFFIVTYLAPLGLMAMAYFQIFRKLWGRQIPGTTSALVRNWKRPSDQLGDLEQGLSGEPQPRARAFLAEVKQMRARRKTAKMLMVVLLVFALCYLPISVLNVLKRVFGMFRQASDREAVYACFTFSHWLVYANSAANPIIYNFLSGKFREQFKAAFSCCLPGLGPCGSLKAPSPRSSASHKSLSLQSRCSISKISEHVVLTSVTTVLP
STK33 inh: inhibitors of human STK33 kinase | Q9BYT3 | purified STK33, MBP phosphorylation, ADP-Glo luminescence | inhibition, % at 10 µM | actives 0.073% (n = 320,000);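 active means inhibition at or above 25%, using the most active replicate where run in duplicate; inactive means inhibition below 25%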
Target sequence (Q9BYT3 whole entry, looked up): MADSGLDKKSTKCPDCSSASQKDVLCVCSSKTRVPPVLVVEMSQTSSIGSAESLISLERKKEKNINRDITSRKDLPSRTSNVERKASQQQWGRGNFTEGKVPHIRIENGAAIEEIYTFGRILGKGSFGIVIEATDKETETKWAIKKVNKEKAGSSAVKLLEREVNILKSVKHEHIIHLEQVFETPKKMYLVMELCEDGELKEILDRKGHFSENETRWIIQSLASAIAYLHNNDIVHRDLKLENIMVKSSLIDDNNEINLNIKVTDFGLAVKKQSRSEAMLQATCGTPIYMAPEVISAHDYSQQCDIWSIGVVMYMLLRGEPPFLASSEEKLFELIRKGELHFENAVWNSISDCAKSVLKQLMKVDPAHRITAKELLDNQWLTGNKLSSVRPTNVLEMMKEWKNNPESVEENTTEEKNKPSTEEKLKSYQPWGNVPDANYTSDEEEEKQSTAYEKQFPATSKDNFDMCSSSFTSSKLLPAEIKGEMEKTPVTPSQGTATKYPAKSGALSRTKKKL
Numbers without * were called inactive; x = not tested or not shown. Rows are unselected, and some 1.8% of all compounds hit somewhere here.

Structure,OX1R FRET antag,STK33 inh
COc1ccc(Br)cc1CNC(=O)C1CCCN(c2nc3ccccc3o2)C1 (stereo not drawn),14,-1.3
Nc1nnnn1/N=C/C=C/c1ccccc1,33,-1.3
COC(=O)C(C(=O)OC)=C(/C=C/N(C)C)N(C)C,14,-1.4
Cc1ccc(OCC(=O)Nc2ccncc2)c(C)c1,13,-0.5
O=C(NCc1ccco1)C1CCN(C(=O)c2ccc(Cl)cc2)CC1,13,1.2
CC(C)C(=O)NCCc1nc(-c2ccccc2Cl)no1,9,-1.7
CN1CCN(C(=O)C2CCN(S(=O)(=O)c3cnc[nH]3)CC2)CC1,18,-0.1
CN(c1ccccc1)c1nc(N)c([N+](=O)[O-])c(N2CCCCCC2)n1,10,-1.2
O=C(CCc1c[nH]c2ccccc12)N1CCCCCCC1,32,0.3
O=C(O)CCN1C(=O)c2ccc(NC(=O)CSCc3ccccc3)cc2C1=O,9,0.3
Cc1ccn2c(NCc3ccccc3)c(-c3cccc(SC4CCCCC4)c3)nc2c1,32,-1.2
O=C(Nc1ccccn1)c1ccc(S(=O)(=O)N2CCCC2)cc1,18,0.5

(continued)
Structure,OX1R FRET antag,STK33 inh
COc1ccc(-n2c(SCC(=O)NCC3CCCO3)nc3c(c2=O)SCC3)cc1OC (stereo not drawn),10,-0.8
CC(C)N(CCCNC(=O)c1ccc(CS(=O)(=O)c2c(Cl)cccc2Cl)o1)Cc1ccccc1,8,-0.1
O=C(O)CCC(=O)Nc1cccc(C(=O)Nc2cccc(Cl)c2)c1,20,1.2
COC(=O)c1c(C)[nH]c(/C=N/Nc2ccccc2)c1C,3,-0.2
CCOC(=O)c1c(C)[nH]c(C(=O)/C(C#N)=C/c2ccc(OC(F)F)c(OC)c2)c1C,6,-0.6
Oc1ccc(Cl)cc1/C=N/c1nccs1,11,-1.2
CCCCCCC(=O)c1c(C)[nH]c(C(=O)OCC)c1C,16,-1.7
CC(Oc1ccccc1)C(=O)N1CCC2(CC1)Oc1ccc(F)cc1C(=O)C21CC(c2ccccc2)=NO1 (stereo not drawn),18,-0.2
COc1ccc(OCc2ccc(/C=N\NC(=O)c3sccc3C)o2)cc1,x,1.0
O=C(NC1CC1)c1cccc(S(=O)(=O)Nc2ccccc2F)c1,6,-0.9
Cc1c(Cl)cccc1NC(=S)N1CCN(c2ccc([N+](=O)[O-])cn2)CC1,16,-0.7
CCOC(=O)N1CCc2c(sc(NC(=O)Cc3ccccc3)c2C(=O)c2ccc(OC)cc2)C1,13,0.0

Remaining list, next part.
Structure,OX1R FRET antag,STK33 inh
CCCCN(C)CCCNC(=O)c1cn(CC)c2ccc(S(=O)(=O)N3CCOCC3)cc2c1=O,7,-0.5
CC(=O)Nc1ccc(NC(=O)CSc2nc(=O)n(Cc3ccncc3)c3c2CCC3)cc1,3,-0.6
COc1cc(C(=O)NCCc2ccc(S(N)(=O)=O)cc2)cc(OC)c1OC,6,0.3
Cc1ccc2cc(CN(CC3CCCO3)C(=S)Nc3ccccc3)c(=O)[nH]c2c1 (stereo not drawn),17,-2.3
CC[C@H]1C(c2ccc(F)cc2)=NN(c2ccccc2)[C@@H]1CO,4,x
CNC(=O)c1c(NC(=O)c2cccc(N3C(=O)CCC3=O)c2)sc2c1CCCC2,16,0.7
Cn1nccc1NC(=O)NC(=O)c1c(Cl)cccc1Cl,13,-0.2
CC(C)Oc1ccc(C(=O)NC(=S)N2CCOCC2)cc1,19,2.5
O=C(Nc1ccccn1)c1cc(-c2cccnc2)nc2ccc(Br)cc12,12,-2.4
O=C(Cc1cccs1)Nc1ccc2c(c1)C(=O)OC2,25,1.1
O=C1CCCN1CCCNc1ncnc2c1cnn2-c1ccc(Cl)cc1,9,0.7
COc1ccccc1OCc1nc(-c2ccc([N+](=O)[O-])cc2)no1,19,-1.1

Next section:
Structure,OX1R FRET antag,STK33 inh
Cc1cc(C(=O)N/N=C/c2c[nH]c3ccccc23)cs1,18,1.8
CCc1ccccc1NC(=S)N1CCC(NC(=O)c2ccc(OC)cc2)CC1,25,-2.1
COCCn1c(SCC(=O)c2[nH]c(C)c(C(C)=O)c2C)nc2ccccc2c1=O,8,-1.3
COc1ccc(NC(=O)Nc2c(C)n(C)n(-c3ccccc3)c2=O)cc1OC,5,-4.3
CCCCNC(=S)NNC(=O)c1cc(C)on1,3,-0.9
CCOc1ccc(S(=O)(=O)N/N=C(\C)Cc2ccc(OC)cc2)cc1,18,0.5
COc1ccc(S(=O)(=O)NC(C)C(=O)N2CCCC2)cc1C (stereo not drawn),x,0.7
CCCCCC(=O)NC(Cc1ccc(OC)c([N+](=O)[O-])c1)C(=O)O (stereo not drawn),23,-1.2
CCCCOC(=O)n1c(SCC(=O)N(CC)CC)nc2ccccc21,19,-0.6
CCOC(=O)c1c(C)oc2c1c(C(c1ccncc1)N1CCOCC1)c(O)c1ccccc12 (stereo not drawn),30,-0.1
CCOC(=O)CSc1nnc(NC(=O)c2cccc([N+](=O)[O-])c2C)s1,10,0.8
CCCOc1ccc(-c2c(C(=O)N/N=C(\C)c3cccnc3)nnn2-c2nonc2N)cc1,11,1.7

3 of the entries above in order of their number in OX1R FRET antag, rising.
Structure,OX1R FRET antag,STK33 inh
CCCCNC(=S)NNC(=O)c1cc(C)on1,3,-0.9
CCCOc1ccc(-c2c(C(=O)N/N=C(\C)c3cccnc3)nnn2-c2nonc2N)cc1,11,1.7
CCCCCC(=O)NC(Cc1ccc(OC)c([N+](=O)[O-])c1)C(=O)O (stereo not drawn),23,-1.2

Continued:
Structure,OX1R FRET antag,STK33 inh
C[C@]12c3[nH]c4cc(-c5ccco5)ccc4c3CCN1C(=O)[C@@H](CC(=O)NCCC1=CCCCC1)C[C@@H]2C(=O)N1CCOCC1,10,x
O=C(Nc1nnc(C2=COCCO2)o1)c1ccc([N+](=O)[O-])s1,88*,-1.7
O=C(NCC1CCCO1)/C(=C\c1cccs1)NC(=O)c1ccccc1 (stereo not drawn),8,-1.4
Cc1ccc(S(=O)(=O)NCC(=O)N/N=C/c2ccccc2O)cc1,28,-3.4
O=C(CSc1ccccc1)Nc1ccc(S(=O)(=O)Nc2ncccn2)cc1,14,-1.5
Cc1cccc(C)c1NC(=O)CN(C)C(=O)c1ccccc1OCc1ccc(F)cc1,6,x
CCN(CC)C(=O)[C@H]1C[C@H](CC(=O)NCc2ccco2)C(=O)N2CCc3c([nH]c4cc(-c5ccco5)ccc34)[C@]12C,5,x
Cc1cccc(C(=O)N[C@H](C(=O)Nc2nc3ccc(S(C)(=O)=O)cc3s2)C(C)C)c1,19,-4.0
CCCCN(CC)C(=O)Cn1ncc2c1-c1cc(C)ccc1OC2,4,0.0
C[C@@]12C(=O)N(CC3CCCO3)CC(=O)N1[C@H]1c3cc(Cl)ccc3OC[C@@H]1[C@@H]2c1ccccc1 (stereo partly drawn),12,0.3
CC(=O)C1=C(O)C(=O)N(Cc2ccccc2)C1c1ccc(Br)cc1 (stereo not drawn),1,-0.2
O=C(CNC(=O)c1ccccc1)NCC(O)c1ccc([N+](=O)[O-])cc1 (stereo not drawn),43,-1.0

The listing continues.
Structure,OX1R FRET antag,STK33 inh
CSc1sc(C)cc1/C=N/O,7,-0.7
Cc1ccc2c(c1)C1OCCC1C1N2C(=O)C2C(C(=O)O)C3C=CC21O3 (stereo not drawn),11,0.0
Cc1ccc(S(=O)(=O)N2CCCCC2)cc1NC(=O)Cn1c(=O)cnc2ccccc21,10,-0.9
CCOc1ccc(-c2noc(CCC(N)=O)n2)cc1OCC,10,-0.9
Oc1ccc(/C=N/Nc2ncnc3c2ncn3Cc2ccccc2)cc1O,4,3.3
CC(C)(C)n1nnnc1C(c1cccs1)N1CCN(Cc2ccc3c(c2)OCO3)CC1 (stereo not drawn),14,-0.8
CCOC(=O)CSc1nc2ccccc2c(=O)n1CCC(=O)NCCc1ccc(OC)c(OC)c1,7,-0.2
Cc1ccc(C(=O)n2c(-c3ccccc3)cnc2SCC(=O)Nc2ccccc2)cc1,8,-0.3
Nc1nonc1-n1nnc(C(=O)N/N=C/c2ccc3c(c2)OCO3)c1CSc1ccccc1,24,-1.0
O=C(CC1SC2=NCCN2C1=O)Nc1ccccc1 (stereo not drawn),17,-1.1
CC(C)(C)CC(C)(C)NC(=S)NC1CCN(Cc2ccccc2)CC1,2,-5.9
Cc1cc(C#N)c(SCC(N)=O)nc1-c1ccc(F)cc1,9,-3.5

The listing continues.
Structure,OX1R FRET antag,STK33 inh
CCc1ccc2c(c1)cc(C)c1nnc(SCC(=O)Nc3cc(OC)c(OC)cc3C(=O)O)n12,22,-1.4
COC(=O)c1ccc(COC(=O)c2c(C)nn(Cc3ccccc3Cl)c2Cl)o1,20,-1.2
Cn1c(N)c(C(=O)COC(=O)c2cncc(Br)c2)c(=O)n(C)c1=O,27,-0.5
COc1ccc(-c2nn(C)c3sc(C(=O)NCc4ccco4)cc23)cc1OC,5,0.9
CC(=O)c1ccc(N2CCN(C(=O)Nc3ccc(F)cc3F)CC2)cc1,20,0.0
COc1ccc(-c2c[n+]3c(n2-c2c(C)n(C)n(-c4ccccc4)c2=O)CCCCC3)cc1,8,-1.2
CCOC(=O)C1CCN(Cc2cnc(NC(=O)OC)s2)CC1,13,-0.6
CN1CCN(C(=S)NC(=O)/C=C/c2ccccc2Cl)CC1,11,0.5
Fc1ccc(NCc2ccccc2F)cc1Cl,12,0.7
CCCCNC(=O)C(=O)N/N=C/c1ccc(C(=O)OC)cc1,17,-0.8
CCn1c(C)c(/C=N/Nc2nc3ccccc3s2)c2ccccc21,12,x
CC(=O)c1cnc2c(-c3ccc(Cl)cc3)c(C)nn2c1C,4,-1.1

Seven compounds already listed, arranged by SMILES length, falling:
Structure,OX1R FRET antag,STK33 inh
CC(C)N(CCCNC(=O)c1ccc(CS(=O)(=O)c2c(Cl)cccc2Cl)o1)Cc1ccccc1,8,-0.1
CCOC(=O)c1c(C)oc2c1c(C(c1ccncc1)N1CCOCC1)c(O)c1ccccc12 (stereo not drawn),30,-0.1
CCOC(=O)CSc1nnc(NC(=O)c2cccc([N+](=O)[O-])c2C)s1,10,0.8
CCCCCC(=O)NC(Cc1ccc(OC)c([N+](=O)[O-])c1)C(=O)O (stereo not drawn),23,-1.2
COc1ccc(Br)cc1CNC(=O)C1CCCN(c2nc3ccccc3o2)C1 (stereo not drawn),14,-1.3
COc1ccc(OCc2ccc(/C=N\NC(=O)c3sccc3C)o2)cc1,x,1.0
COc1ccc(S(=O)(=O)NC(C)C(=O)N2CCCC2)cc1C (stereo not drawn),x,0.7

Other structures.
Structure,OX1R FRET antag,STK33 inh
C=CCn1c(CNC(=O)CCC)nc2ccccc21,11,-0.3
NC(=O)COC(=O)CCCc1c[nH]c2ccccc12,22,0.0
COc1cc(/C=N/NC(=S)NCc2ccco2)cc(OC)c1OC,20,-1.4
CCCCNC(=O)c1cc(C)nc2ccccc12,14,2.6
CC1=NN(c2ccccc2)C(=O)C1N=Nc1cccc(O)c1 (stereo not drawn),11,-1.5
CCc1ccccc1Nc1nc(N)nc(COC(=O)c2c(C)noc2C)n1,5,0.2
O=C(Nc1ccccc1F)N(Cc1ccc(F)cc1)Cc1nc2ccccc2c(=O)[nH]1,32,0.5
O=C(CNC(=O)c1cccc(Br)c1)NCCc1nc2ccccc2[nH]1,12,-1.4
CN(CCOc1ccc(Br)cc1)CC(O)c1ccccc1 (stereo not drawn),-7,3.7
O=C(NC1CCCCC1)C1CC(=O)N(c2ccc(Cl)cc2)C1 (stereo not drawn),4,-1.0
Cc1noc(C)c1COC(=O)c1csc2c1CCC(C)C2 (stereo not drawn),3,-4.1
Cc1ccc(C(=O)NC(=S)Nc2ccccc2C(F)(F)F)c(C)c1,3,-1.1

Continuation:
Structure,OX1R FRET antag,STK33 inh
CC(C)CC(NC(=O)COc1ccccc1)C(=O)O (stereo not drawn),14,-2.0
Cc1ccsc1/C=N/NC(=O)c1ccc2ccccc2c1,25,-0.1
Cc1cc(C)cc(NC(=O)CS(=O)(=O)c2ccccc2)c1,1,-0.5
Cc1nn(-c2ccccc2)c(C)c1NC(=O)COC(=O)/C=C/c1ccccc1,15,-1.2
CC(C)CCNC(=O)C(c1ccc(O)cc1)N(C(=O)C1COc2ccccc2O1)c1cccc(O)c1 (stereo not drawn),45,-0.4
COCCCNC(=O)c1c(NC(=O)c2cccs2)sc2c1CCCC2,16,1.0
CCC(C)N(C(=O)CSc1ncnc2c1cnn2-c1ccccc1)C1CCS(=O)(=O)C1 (stereo not drawn),7,x
COc1cccc(NC(=O)CN(C)C(=O)CCNS(=O)(=O)c2ccc(C)cc2)c1,0,-0.2
O=c1cc(Nc2ccc3c(c2)OCO3)[nH]c(=O)n1-c1ccc(Br)cc1,0,-1.0
CC(C)n1cnc2c(=S)nc[nH]c21,-4,2.4
Cc1cc(/C=C2/NC(=O)NC2=O)c(C)n1-c1sc2c(c1C#N)CCCC2,37,-0.5
COc1ccc(NC(=O)Cn2c3ccc(OC)cc3c3nc4n(c(=O)c32)CCS4)cc1,11,-0.5

Continued.
Structure,OX1R FRET antag,STK33 inh
CCOc1c(OC(C)=O)ccc(/C=C2\N=C(SCC)SC2=O)c1[N+](=O)[O-],36,1.4
COc1ccc(Sc2nc3ccccc3n3c(C(F)(F)F)nnc23)cc1,10,-1.9
CN(C)c1ccc(-c2nn3c(-c4ccccc4Cl)nnc3s2)cc1,59*,0.2
COc1ccc(CC(=O)OCC(=O)N(C)C2CCS(=O)(=O)C2)cc1OC (stereo not drawn),18,-1.3
Cn1cccc1-c1nc2ccc(NC(=O)c3ccc([N+](=O)[O-])cc3)cc2[nH]1,28,0.1
CC(C)CN(C(=O)CSc1nnnn1C)C1CCS(=O)(=O)C1 (stereo not drawn),30,-3.5
COc1ccc(OC)c(C(O)CNC(=O)CN)c1 (stereo not drawn),10,-0.4
COC(=O)c1[nH]c2ccc(Cl)cc2c1NC(=O)CCN1CCN(C2CCCCC2)CC1,13,-1.3
CCC(C(=O)Nc1ccncc1)c1ccccc1 (stereo not drawn),16,-0.4
C#CCNC(=O)C1=C[C@@H](C2CCCCC2)[C@H](CCCO)[C@@H](OCC)O1,8,-0.6

Screening results (PubChem)
